Pf growth 96h: P. falciparum growth inhibition at 96 hour, primary screen for plastid delayed-death inhibitors | Potency, µM (titrated, usually from 28.7 µM), inactives show at the highest dose activity change, negative = inhibition, hits mostly inhibitors | 6.9% of 320,000 active | AID 504834 | P. falciparum luciferase reporter growth, 96 h; note: potency is the fitted concentration of half-maximal effect; % is set by controls: 0 for no effect and ±100 for the full control effect
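Parasite growth measured via integrated firefly luciferase reporter in P. falciparum. Infected erythrocytes at 2% hematocrit, 0.05% parasitemia final were treated 96 hours at 37 C under 5% CO2, and luminescence was read.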
TbPYK inhibitor: blocks Trypanosoma brucei pyruvate kinase; TbPYK enzyme, Kinase-Glo Plus ATP luminescence, 45 min; Potency, µM (doses to about 76.8 µM), without a hit: top-dose activity, negative = inhibition, most hits filed as inhibitors; Q57TT1; 0.12% of 410,000 active; note: potency is the fitted concentration of half-maximal effect; % is set by controls: 0 for no effect and ±100 for the full control effect; nearly all actives have a fitted effect of over 50% in size
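Activity of T. brucei pyruvate kinase was followed by Kinase-Glo Plus luminescence after the enzyme reacted 45 min at room temperature with 130 uM ADP (final) and substrate. Test compounds were added before ADP at multiple concentrations.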
Shiga inhibitor: inhibitors of Shiga toxin in Vero cells; Vero cells, Shiga toxin protein synthesis inhibition reporter; inhibition, % at 38.7 µM; 9.2% of 290,000 active; AID 2315; in the data active = inhibition mostly above about 28%, no sharp cut-off; inactive = mostly below about 43%; note: 0% is about no effect
HCV inh: HCV inhibition | AID 651820 | Huh7.5.1 HCVcc-Cre infection, luciferase reporter, 44 h | Potency, µM (doses to about 41.8 µM), for inactives: top-dose activity change, negative = inhibition, actives largely listed as inhibitors | 3.4% of 340,000 active; note: potency is the fitted concentration of half-maximal effect; % is set by controls: 0 for no effect and ±100 for the full control effect
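Reporter virus HCVcc-Cre (~0.5 moi) infects cells exposed to compound; seeding density 1,000 cells/well with 4 h settling beforehand. Luminescence, 15 sec read, taken 44 h post-infection following a 15 min RT substrate incubation.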
Cycloheximide cs: counter-screen for Shiga toxin inhibitors: cycloheximide protein synthesis inhibition; 12% of 300,000 active; max response, %; cell reporter, cycloheximide protein synthesis inhibition counterscreen; in the data active = max response mostly above about 13%, no sharp cut-off; inactive = mostly below about 14%; note: read at 38.3 µM for the half of the compounds with a filed dose; 0% is about no effect
LmPK inh: LmPK (Leishmania mexicana) enzyme inhibition; AID 1721; Q27686; purified LmPK, Kinase-Glo ATP luminescence, 1 h; Potency, µM (highest dose often 57.5 µM), for the others: at the top dose activity change, negative = inhibition, most hits filed as inhibitors; 0.37% of 290,000 active; note: potency is the fitted concentration of half-maximal effect; % is set by controls: 0 for no effect and ±100 for the full control effect
Target sequence (Q27686 whole entry, looked up): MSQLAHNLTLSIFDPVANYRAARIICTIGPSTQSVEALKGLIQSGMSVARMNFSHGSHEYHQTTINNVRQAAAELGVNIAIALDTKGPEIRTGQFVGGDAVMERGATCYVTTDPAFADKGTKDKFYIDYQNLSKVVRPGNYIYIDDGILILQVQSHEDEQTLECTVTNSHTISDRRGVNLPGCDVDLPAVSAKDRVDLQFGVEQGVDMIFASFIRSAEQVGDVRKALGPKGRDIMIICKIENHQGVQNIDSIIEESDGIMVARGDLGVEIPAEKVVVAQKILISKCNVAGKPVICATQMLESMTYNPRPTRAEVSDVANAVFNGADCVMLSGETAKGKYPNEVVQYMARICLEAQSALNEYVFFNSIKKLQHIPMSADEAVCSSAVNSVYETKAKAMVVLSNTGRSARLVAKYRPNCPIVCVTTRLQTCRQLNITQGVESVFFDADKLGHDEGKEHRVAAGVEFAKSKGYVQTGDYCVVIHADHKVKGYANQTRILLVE
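Purified LmPK (0.1 nM) with 0.5 mM PEP and 0.1 mM ADP in imidazole buffer pH 7.2 with MgCl2/KCl, 1 h at room temperature. ATP formed was read by luciferase luminescence and normalized to no-enzyme and uninhibited controls.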
Pf growth 48h: P. falciparum growth inhibition at 48 hours (one generation); P. falciparum luciferase growth in erythrocytes, 48 h; Potency, µM (titrated, usually from 28.7 µM), inactives show at the highest dose activity change, negative = inhibition, actives largely listed as inhibitors; 5.9% of 310,000 active; note: potency is the fitted concentration of half-maximal effect; % is set by controls: 0 for no effect and ±100 for the full control effect
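Luciferase-expressing parasites in RBCs, 2% Hct / 0.1% parasitemia final; RPMI 1640 + 0.5% Albumax; 37 C, 5% CO2, one generation; luminescence read-out, lower signal = inhibition.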
* = called active by the depositor; u = inconclusive; x = no result given; & = joins results of further samples; [ ] = dose if it differs, or a comment. Unless noted, calls come from the whole dose curve; as a rule, active = well fitted curve in the direction sought with a large enough effect; inconclusive = small, poorly fitted or top-dose-only effect, or another doubt; inactive = no such curve, though single readings can be large; an effect the other way counts as inactive or inconclusive.

no. | mol | Pf growth 96h | TbPYK inhibitor | Shiga inhibitor | HCV inh | Cycloheximide cs | LmPK inh | Pf growth 48h
1 | O=C1C=C(c2cccc(CO)c2)C[C@@H](c2ccc3c(c2)OCO3)C1 | u | -5.3% | x | -0.4% | x | x | u
2 | Cc1ccc(CS(=O)(=O)Cc2ccc(C(=O)NCc3ccccn3)o2)cc1 | -40.3% | 9.0% | -2.6 | 7.3% | -1.3 | 2.0% | u
3 | Cc1ccc2nc(N(CCCN(C)C)C(=O)c3ccco3)sc2c1 | -9.5% | -4.3%&2.6% | 53.4 | 10µM* | 17.2 | 0.2%[11.5 µM] | 37.4%[activator]
4 | CCOC(=O)c1cc(/C(C)=N/OC(=O)c2ccc(C(C)(C)C)cc2)on1 | 28.0% | 1.5% | -7.2 | 11.2% | -0.7 | 3.5% | 6.4%
5 | CCCCn1c(N)c(N(CCC(C)C)C(=O)c2ccc(N3CCCC3=O)cc2)c(=O)[nH]c1=O | -4.0% | 0.1% | x | -24.3% | x | x | -2.0%
6 | COc1ccccc1CNc1cc(CSc2ccc(Cl)cc2)nc(C)n1 | u | 7.5% | -11.1 | u | 6.8 | 8.2% | x
7 | O=C(O)c1ccc(S(=O)(=O)c2ccc3c(c2)C(=O)N(NC(=O)c2ccccc2)C3=O)cc1 | 8.6% | 1.5% | 58.8 | 15.9% | 6.7 | 2.5% | 38.7%[activator]
8 | COc1cc(/C=N/NC(=O)Cc2cccs2)c([N+](=O)[O-])cc1OC | 0.0% | -4.3% | 12.2 | -5.8% | 10.2 | 0.1% | 15.1%
9 | CCOCCCn1c(=S)[nH]c2cc(C(=O)NCCCN(CC)CC)ccc2c1=O | u | -0.4% | -0.8 | u | -3.3 | 1.5% | -4.9%
10 | NC(=O)C1CCN(C2CC(=O)N(Cc3cccs3)C2=O)CC1 (stereo unspecified) | -0.5% | -9.5% | 5.8 | 6.0% | -4.7 | 2.4% | x
11 | Cn1c(=O)n(CC(=O)N2CCN(c3nnc(-c4ccccc4)c4ccccc34)CC2)c2ccccc21 | 13.1µM* | -0.8% | -9.8 | u | -2.5 | 1.7% | 17.4%
12 | CCn1c(=O)c(C(=O)NCc2ccc3c(c2)OCO3)c(O)c2ccccc21 | 12.7% | -8.4% | x | u | -2.8 | 21.9% | 9.5%
13 | COc1cccc(N(CC(=O)NC2CCCC2)C(=O)CCC(=O)Nc2cc(C)on2)c1 | u | -0.6% | -3.4 | 8.6% | -5.9 | -4.4% | u
14 | NS(=O)(=O)c1cccc(NC(=O)c2ccccc2NS(=O)(=O)c2ccc(F)cc2)c1 | -3.3% | -1.5% | -7.7 | 16.0% | 9.1 | 0.5% | -13.0%
15 | COCC(C)NC(=O)COCc1cc(-c2ccc3c(c2)OCO3)on1 (stereo unspecified) | 0.4% | 6.2% | -5.6 | 3.1% | -2.6 | 10.2% | -8.8%
16 | O=C(Nc1cccc(Cl)c1)Nc1c[nH]c(=O)[nH]c1=O | 8.0% | -10.5% | 2.4 | 6.4% | 10.1 | 0.2% | 10.5%
17 | CC(C)Oc1nc(-c2ccc(Cl)cc2)nc2ccccc12 | 58.4%[activator] | 0.8% | 10.4 | -9.8% | 0.6 | -3.7% | 22.9%
18 | Cc1ccc(NC(=O)C[n+]2ccccc2)cc1C | 9.28µM* | -2.1% | 7.4 | 10.7% | -1.5 | 4.5% | 13.9%
19 | O=C(c1cc(-c2ccc(Cl)c(Cl)c2)on1)N1CCCCC1 | u | -1.1% | 119.6* | -2.0% | 40.0* | -0.2% | 81.5%[activator]
20 | O=C(O)CCCNc1cc(N2CCN(C(=O)c3ccco3)CC2)c2noc3c2c1C(=O)c1ccccc1-3 | u | -4.2% | 1.5 | -5.2% | -7.2 | -18.7% | u
21 | CN1/C(=C\C=N\O)C(C)(C)c2ccccc21 | -9.0% | -6.6% | 50.3 | 3.5% | -1.9 | -2.3% | 15.6%
22 | O=C(c1[nH]ncc1-c1ccc(Cl)cc1)C1CO1 (stereo unspecified) | u | 0.6% | 14.6 | u | 16.3 | 1.2% | 7.38µM*
23 | Cc1ccccc1Cn1cc(NS(=O)(=O)c2cn(C)nc2C)cn1 | 21.1% | -5.3% | -30.9 | 15.5% | -2.3 | -15.4% | 3.7%
24 | COC(=O)n1c(SC)nc2ccccc21 | u | 6.9% | -9.8 | -6.5% | -0.9 | 3.3% | 8.7%
25 | O=C(CSc1n[nH]c(-c2ccccc2)n1)c1ccccc1 | 67.5%[activator] | -14.9% | 71.4* | -7.6% | 51.8* | -2.2% | 22.5%
26 | CN1CCN(CCCNC(=O)C2CC(=O)N(C3CCCCC3)C2)CC1 (stereo unspecified) | 0.0% | -5.2% | 1.3 | 0.4% | -0.3 | -5.5% | 14.8%
27 | COc1ccccc1C(=O)N1CCN(C(=O)Cc2ccccc2)CC1 | 5.1% | 0.0% | -3.5 | -7.5% | -4.5 | -0.6% | 7.9%
28 | Cc1nnc(SCc2cccc(Cl)c2)n(N)c1=O | -4.0% | -5.8% | -4.9 | -0.9% | 8.4 | -0.9%[11.5 µM] | 5.7%
29 | COC(=O)c1ccc(NC(=O)c2cc(-c3ccncc3)nc3ccccc23)cc1 | u | 2.5% | x | 10µM* | x | x | u
30 | Cc1ccsc1C(=O)C1CCCN(Cc2ccn[nH]2)C1 (stereo unspecified) | u | 1.7% | -8.3 | 5.8% | 8.9 | -2.1% | -16.7%

In another format: two of the compounds above.
29	COC(=O)c1ccc(NC(=O)c2cc(-c3ccncc3)nc3ccccc23)cc1
  Pf growth 96h: u
  TbPYK inhibitor: 2.5%
  Shiga inhibitor: x
  HCV inh: 10µM*
  Cycloheximide cs: x
  LmPK inh: x
  Pf growth 48h: u
30	Cc1ccsc1C(=O)C1CCCN(Cc2ccn[nH]2)C1 (stereo unspecified)
  Pf growth 96h: u
  TbPYK inhibitor: 1.7%
  Shiga inhibitor: -8.3
  HCV inh: 5.8%
  Cycloheximide cs: 8.9
  LmPK inh: -2.1%
  Pf growth 48h: -16.7%

Further compounds.
no. | mol | Pf growth 96h | TbPYK inhibitor | Shiga inhibitor | HCV inh | Cycloheximide cs | LmPK inh | Pf growth 48h
31 | O=C(O)c1ncc(Cl)c(Cl)c1Cl | 35.4%&-0.3%[activator] | 5.5%&0.7% | -2.4&1.8 | 10.9%&10.8% | 7.7&-0.8 | -5.9%&-2.1% | 112.8%&15.9%[activator]
32 | Cc1occc1-c1nnc(SCC(=O)c2c(N)n(C3CC3)c(=O)[nH]c2=O)n1C | u | 1.3% | x | 19.3% | x | x | -28.7%
33 | CC(C)[C@@H]1NC(=O)c2cc([N+](=O)[O-])cc(F)c2NCCC[C@@H](C(N)=O)NC(=O)[C@H](CO)NC1=O | 9.28µM* | x | -7.2 | -8.0%[8.37 µM] | -2.7 | 1.4% | 24.5%
34 | O=[N+]([O-])c1cccn2cc(-c3ccc(Br)cc3)nc12 | 4.65µM* | 0.2% | 66.7* | u | 44.3* | 4.7% | u
35 | Cc1cccc(S(=O)(=O)NC(Cc2c[nH]c3ccccc23)C(=O)O)c1 (stereo unspecified) | 17.2% | 4.9% | -11.2 | 2.1% | 0.8 | 1.9% | 11.2%
36 | Cc1ccc([N+](=O)[O-])cc1NC(=O)CCCOc1ccccc1 | 7.1% | -6.6% | -6.9 | 3.7% | -0.3 | -1.7% | 19.4%
37 | COC(=O)c1cc2c(ccn2-c2ccc(F)cc2)n1Cc1cccc(OC)c1 | u | -9.8% | -13.0 | u | -3.3 | 4.2% | u
38 | O=S(=O)(Nc1ccc(S(=O)(=O)Nc2cccc3ccccc23)cc1)c1ccccc1 | 98.3%[activator] | -0.9% | -13.8 | -24.6% | -4.0 | 7.8% | x
39 | COc1ccccc1CNC(=O)CSc1ccc(C(=O)Nc2ccccc2OC)cc1[N+](=O)[O-] | 16.0% | 0.3% | -11.1 | 1.2% | -1.2 | -2.9% | -23.4%
40 | O=c1[nH]c(CSc2nnc(-c3ccncc3)n2Cc2ccco2)nc2ccccc12 | -3.6% | 0.4% | -9.5 | 5.2% | -1.2 | -1.3% | 4.9%
41 | COc1ccccc1C(CNC(=O)C(C)(C)Oc1ccc(Cl)cc1)N1CCCC1 (stereo unspecified) | u | 0.6% | x | u | x | x | 13.1µM*
42 | CC(C)OC(=O)/C(=C/c1ccc2c(c1)c1ccccc1n2C)NC(=O)c1ccccc1 | u | 2.1% | 53.0* | u | 20.2* | -1.4% | u
43 | CSc1ccc(C(=O)C2CCCN(Cc3ccc(N4CCNC4=O)cc3)C2)cc1 (stereo unspecified) | u | -3.9% | -5.2 | u | -1.9 | -5.0% | -7.2%
44 | CCC(C)C1N=C(c2ccccc2)c2cc(Cl)ccc2N(CC(=O)NCc2ccco2)C1=O (stereo unspecified) | -0.1% | 1.3% | -15.0 | 4.6% | -4.6 | 15.2% | x
45 | COc1ccc(CCNC(=O)c2cc(=O)c3cc(C)ccc3o2)cc1 | -15.7% | 2.3% | 18.0 | -0.3% | -2.0 | -0.2% | -13.1%
46 | COc1cccc(/C=N/NC(=O)CCc2n[nH]c(=O)[nH]c2=O)c1O | 35.9%[activator] | -14.7% | -9.8 | 0.4% | -1.3 | -0.2% | -4.3%
47 | C#CCOCCOCCOCCNc1nc(N2CCN(C(=O)[C@H](Cc3ccc(O)cc3)n3cc(CCO)nn3)CC2)nc(N2CCN(C(=O)[C@H](Cc3ccc(O)cc3)n3cc(CCO)nn3)CC2)n1 | -22.8% | x | -8.3 | 10.4%[8.37 µM] | -1.8 | 1.9% | 3.6%
48 | Brc1cccc(CNCCCN2CCOCC2)c1 | 35.1%[activator] | -32.2% | -11.5 | u | -5.4 | 0.9% | -9.6%
49 | Cc1oc(C)c(C(=O)O)c1COc1ccc(C(=O)O)cc1 | x | 0.6% | 12.7 | 29.7% | -4.7 | 15.4% | -19.3%
50 | CC(C)(C)N(Cc1ccccc1)C(=O)COC(=O)CSc1ccc([N+](=O)[O-])cc1 | 36.7%[activator] | u | x | -1.6% | x | x | 11.3%
51 | CCCc1nc(SCC(=O)NC2CC2)c2c(C)c(C)sc2n1 | -13.1% | 1.9% | -4.5 | -18.2% | -3.3 | -8.1% | 6.2%
52 | CC(=O)NC(CC(=O)OC(C)C(=O)Nc1ncc(Cl)cc1Cl)c1ccccc1 (stereo unspecified) | 21.7% | -12.8% | -6.3 | x | -1.7 | -2.6% | 82.0%[activator]
53 | O=C(CSc1nnc(CNc2ccc(F)cc2)o1)c1ccccc1 | 14.7% | 3.4% | 32.5 | 0.2% | 21.5* | 6.4% | u
54 | Cc1nc([N+](=O)[O-])cn1CCCCN1C(=O)c2ccccc2C1=O | 12.9% | 1.4% | -3.6 | 11.5% | 1.2 | 0.9% | -2.4%
55 | COCCCN1C(=O)C(=O)/C(=C(/O)c2ccc(OC)cc2)C1c1ccc(O)c(OC)c1 (stereo unspecified) | 37.3%[activator] | -4.8% | 31.0 | 4.4% | 1.0 | -0.6% | -1.5%
56 | Cc1ccc(N2C(=N)SCC2=O)cc1Cl | u | -4.5% | -7.8 | 6.3% | 3.6 | -2.6% | -12.7%
57 | O=S1(=O)N=C(Nc2nc3c(s2)CCCC3)c2ccccc21 | 8.2% | -6.7% | 56.6* | -6.6% | 28.3* | -4.8% | 281.6%[activator]

Assay outcomes from PubChem BioAssay.
